High-throughput results (PubChem BioAssay)
Cneo AK release: causes C. neoformans cell lysis; adenylate kinase release luminescence, 4 h; normalised: neutral wells 0, clomiphene wells 100; lysis activity, % at 15 µM; hit rate 0.2% among 360,000; AID 651654;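 active = mean lysis activity across replicates of at least 80%, whatever share of replicates individually reach that level; inactive = mean lysis activity below 80%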
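Schedule: static 4 h at 37 °C with compound, 1 h detection; system: C. neoformans cells; benchmarks: Clomiphene as positive control; buffer or medium: fresh YPD medium; measure: luminescence rise reflecting yeast cell lysis; measured by: luminescent adenylate kinase detection reagent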
INS-1E GSIS act: GLuc luminescence reporter in INS-1E cells, primary screen for activators of glucose-dependent secretion of insulin; INS-1E GLuc reporter insulin secretion, 2-3 h; activation, % at 16.6 µM; hit rate 0.61% among 370,000; AID 743287;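 active = lowest replicate activation of at least 40%, so every replicate reaches that level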;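 also: 0% = median of neutral control wells and 100% = median of IBMX positive control wells; some compounds called inactive have numbers as strong as hits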
ARNT-TACC3 inh: disruptors of human ARNT/TACC3 interaction. Q9Y6A5. AlphaScreen His-ARNT PAS-B/GST-TACC3 binding, luminescence; TACC3 fragment carries E629A point mutation. inhibition, % at 9.99 µM. hit rate 0.66% among 390,000;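 active = mean inhibition of replicates at least 50% and at least half of replicates each reaching 50%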;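 also: 0% = complete ARNT plus TACC3 wells and 100% = ARNT alone without TACC3; many hits fall short of the cut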
PglD DTNB: inhibitors of Campylobacter jejuni PglD acetyltransferase; hit rate 0.098% among 360,000; inhibition, % at 12.5 µM; purified PglD enzyme, DTNB colorimetric CoA detection; AID 602405; in the data active = inhibition above about 16%, passing the limit was not always enough; also: strong numbers were not always called active
Statin myotox sup: suppressors of simvastatin-induced myotoxicity in C2C12 myotubes; rescue of ATP level, % at 7.49 µM; hit rate 0.78% among 330,000; ATP luminescence, 48 h; scaled: DMSO 0, geranylgeraniol control 100;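 active = mean ATP rescue above about 67%, or every replicate alone reaching that limit, limit read from the data, passing the limit was not always enough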;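 also: myotubes were challenged with 10 µM simvastatin during compound exposure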
PGC1a acetyl inh: modulators of PGC1a acetylation; U2OS PGC1a acetylation, AlphaScreen anti-acetyl-lysine; with virally co-expressed GCN5 acetyltransferase; inhibition, % at 15.6 µM; hit rate 0.17% among 350,000; AID 651687;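 active = every replicate shows inhibition of at least 40%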;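 also: 0% = neutral control wells and 100% = positive control wells; some results beyond the cut were filed as inactive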
LGR2 inh: inhibitors of bursicon-induced Drosophila LGR2 receptor cAMP signaling. inhibition, % at 9.99 µM. HEK293 LGR2, CRE-luciferase, bursicon-stimulated, 4 h. hit rate 0.35% among 380,000;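 active = drop in luminescence signal, shown as inhibition above about 50% in the replicate tests, limit read from the data, passing the limit was not always enough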;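 also: agonist challenge used bursicon conditioned medium at about half maximal strength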
PAX8 inh HTS: PAX8 transcriptional activity inhibition; hit rate 1.2% among 360,000; RMG-I TPO-luciferase reporter, SteadyGlo, 24 h; inhibition, % at 12.6 µM; AID 652154;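 active = mean replicate inhibition at least 60% with every replicate also reaching 60%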;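 also: luciferase light reporting Pax8 driven TPO promoter activity; plate controls were median of neutral control wells for no effect and mitoxantrone controls for full effect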
* = called active by the depositor; x = not tested or not shown.

SMILES	Cneo AK release	INS-1E GSIS act	ARNT-TACC3 inh	PglD DTNB	Statin myotox sup	PGC1a acetyl inh	LGR2 inh	PAX8 inh HTS
C=CC[C@@H](CC(=O)N[C@H](CO)Cc1ccccc1)C(=O)N[C@H](COC(=O)[C@@H](CC=C)Cc1ccc(F)cc1)C(C)(C)C	-2	-7	-18	3	-3	x	6	13
O=C(NCc1ccc(F)cc1)[C@@H]1[C@@H](CO)[C@@H]2Cn3c(cccc3=O)[C@@H]2N1CC1CC1	0	7	-8	1	3	1	3	4
CCOc1cccc(C(=O)Nc2ccc(NC(=O)c3ccccc3)c(C)c2)c1	4	x	-6	2	-2	-10	-15	7
COc1ccc(NC(=O)N[C@H]2CC[C@@H](CCNC(=O)c3ccccc3F)O[C@H]2CO)cc1	2	2	-9	-3	1	4	-9	4
CN1CCN(C(=O)c2cc(Cl)ccc2NC(=O)c2ccc(Cl)cc2Cl)CC1	1	80	4	5	12	1	17	20
CNC[C@@H]1Oc2c(NS(=O)(=O)c3ccc(Cl)cc3)cccc2C(=O)N([C@H](C)CO)C[C@@H]1C	14	1	12	-2	0	2	17	-25
Cc1ccc(C)c(-c2cc(C(=O)NNC(=S)NCC(C)C)c3ccccc3n2)c1	x	-7	2	x	x	x	19	-5
COc1cccc(CNC(=O)C2CCCN(c3cnccn3)C2)c1 (stereo not drawn)	-9	28	-11	-5	0	-6	-2	-13
Oc1ccc(Cl)cc1C1=NCCNC(C(F)(F)C(F)F)=C1	-2	23	-1	-1	-5	12	10	-24
CN1CCN(c2nc3c(c(=O)n(C)c(=O)n3C)n2Cc2ccc(F)cc2)CC1	2	x	0	-3	9	14	x	-58
CCOC(=O)C1CCN(C(=O)CC2(CC(=O)O)CCCC2)CC1	-2	4	1	3	-3	2	2	6
Nc1cc(C(=O)N2CCN(c3ccc([N+](=O)[O-])cc3)CC2)ccc1N1CC2CC(C1)c1cccc(=O)n1C2 (stereo not drawn)	1	-9	3	3	9	7	4	-3
COc1ccc(-c2csc(C(O)c3cccc(OC)c3)n2)cc1 (stereo not drawn)	-2	-1	x	-1	7	3	-10	-9
COc1ccc(Br)cc1CNCCSc1nnnn1C	6	x	-1	-8	5	2	x	-15
O=C(Nc1ccc(N2CCOCC2)cc1)C1CCCN(S(=O)(=O)c2cccc(C(F)(F)F)c2)C1 (stereo not drawn)	2	x	-5	4	3	10	x	x
O=C(CC1NCCc2ccccc21)Nc1ccccc1Cl (stereo not drawn)	x	7	-7	x	x	-1	-69	0
COC(=O)c1cc(NC2c3ccccc3C(=O)N2Cc2ccco2)cc(C(=O)OC)c1 (stereo not drawn)	-2	-11	-5	-2	-8	x	-13	0
CC(C)NC(=O)Nc1cccc2c1O[C@H](CN(C)Cc1ccc3c(c1)OCO3)[C@H](C)CN([C@@H](C)CO)C2=O	-1	25	x	x	x	-11	14	7
COc1ccc(/C=C/C(=O)c2ccc3c(c2)OCCO3)cc1[N+](=O)[O-]	-4	x	35	-4	-8	-11	x	x
CCn1c(Cc2cccs2)nnc1SCC(=O)Nc1ccc(OC)c(OC)c1	-1	8	-12	4	8	-8	x	12

Looked up by compound from the list above:
SMILES	Cneo AK release	INS-1E GSIS act	ARNT-TACC3 inh	PglD DTNB	Statin myotox sup	PGC1a acetyl inh	LGR2 inh	PAX8 inh HTS
COc1ccc(-c2csc(C(O)c3cccc(OC)c3)n2)cc1 (stereo not drawn)	-2	-1	x	-1	7	3	-10	-9
CC(C)NC(=O)Nc1cccc2c1O[C@H](CN(C)Cc1ccc3c(c1)OCO3)[C@H](C)CN([C@@H](C)CO)C2=O	-1	25	x	x	x	-11	14	7

Continuation:
SMILES	Cneo AK release	INS-1E GSIS act	ARNT-TACC3 inh	PglD DTNB	Statin myotox sup	PGC1a acetyl inh	LGR2 inh	PAX8 inh HTS
COc1ccc(CC(=O)N/N=C(\C)c2cccc(NC(=O)C3CC3)c2)cc1	5	11	x	1	-1	x	0	3
COc1cc(C(C)=O)ccc1OCC(O)CN1CCN(c2cc(C)cc(C)c2)CC1 (stereo not drawn)	-1	-11	12	3	-4	9	3	-17
Cc1nn(Cc2cccc3ccccc23)c(C)c1NC(=O)c1cccnc1	x	1	0	x	x	x	-45	-7
CCN(CCC#N)c1ccc(N2C(=O)CCCC2=O)cc1[N+](=O)[O-]	0	9	1	-15	2	1	-8	-1
O=C(NCCCn1ccnc1)c1ccc(S(=O)(=O)N2CCOCC2)cc1	6	1	-5	2	7	3	-5	-4
CCCc1cc(N2CCCC(C(=O)Nc3ccc(OC)cc3OC)C2)n2ncnc2n1 (stereo not drawn)	-2	15	4	0	x	6	13	x
Cc1ccccc1C(=O)Nc1cc(C(F)(F)F)ccc1-n1cncn1	1	12	6	0	13	1	4	11
COc1ccc(/C=C/C(=O)OCC(=O)Nc2cc(C(N)=O)cc(C(N)=O)c2)cc1	x	2	-7	x	x	x	11	-1
CC(C)C(O)P(=O)(OCc1ccccc1)c1ccc(N(C)C)cc1 (stereo not drawn)	-2	x	-1	3	-2	x	x	x
CCC(C)C(NC(=O)C1CCC(C)CC1)C(=O)NC(CCSC)C(=O)OC (stereo not drawn)	0	x	2	-1	-5	8	x	3
COc1ccc(CNCc2cc(OC)ccc2OC)cc1	1	6	-4	0	16	x	19	1
COc1ncnc2c1ncn2CCCN1CCN(Cc2cccc3ccccc23)CC1	0	23	x	4	-1	-3	16	0
CN(C)CCN(Cc1cc2cc3c(cc2[nH]c1=O)OCO3)C(=S)NCc1ccco1	x	19	-4	x	-2	0	13	-3
COCCNc1cnn(-c2ccccc2)c(=O)c1Cl	-2	x	-5	7	-8	-2	x	-1
COCC#Cc1ccc2c(c1)O[C@H](CN(C)C(=O)NC(C)C)[C@@H](C)CN([C@@H](C)CO)S2(=O)=O	14	13	0	-4	1	-11	-8	x
C[C@@H]1CN([C@H](C)CO)C(=O)c2cc(-c3cccc(F)c3)cnc2O[C@@H]1CN(C)Cc1ccncc1	-8	1	-6	4	7	3	5	7
CC(C)C(NC(=O)c1ccccc1F)C(=O)Nc1nccs1 (stereo not drawn)	x	3	-2	x	x	x	-16	14
O=C(NCc1ccccc1F)C1CCCN1C(=O)Nc1ccc(Cl)cc1 (stereo not drawn)	x	-4	-3	x	x	x	14	-2
Cc1ccc(-c2nc(SCC(=O)c3c(N)n(C4CC4)c(=O)[nH]c3=O)n[nH]2)cc1	7	x	8	4	19	-10	25	-9
O=C(C[C@H]1CC[C@H]2[C@@H](COC[C@H](O)CN2S(=O)(=O)c2cccc(F)c2)O1)NC1CCC1	-1	17	0	0	-4	1	-9	-5

The final 5 entries of the part before come first, to join the parts:
SMILES	Cneo AK release	INS-1E GSIS act	ARNT-TACC3 inh	PglD DTNB	Statin myotox sup	PGC1a acetyl inh	LGR2 inh	PAX8 inh HTS
C[C@@H]1CN([C@H](C)CO)C(=O)c2cc(-c3cccc(F)c3)cnc2O[C@@H]1CN(C)Cc1ccncc1	-8	1	-6	4	7	3	5	7
CC(C)C(NC(=O)c1ccccc1F)C(=O)Nc1nccs1 (stereo not drawn)	x	3	-2	x	x	x	-16	14
O=C(NCc1ccccc1F)C1CCCN1C(=O)Nc1ccc(Cl)cc1 (stereo not drawn)	x	-4	-3	x	x	x	14	-2
Cc1ccc(-c2nc(SCC(=O)c3c(N)n(C4CC4)c(=O)[nH]c3=O)n[nH]2)cc1	7	x	8	4	19	-10	25	-9
O=C(C[C@H]1CC[C@H]2[C@@H](COC[C@H](O)CN2S(=O)(=O)c2cccc(F)c2)O1)NC1CCC1	-1	17	0	0	-4	1	-9	-5
CCOc1ccc(NC(=O)CSc2nnc(Cn3c(=O)sc4ccccc43)n2C)cc1	3	-1	x	-3	-1	-3	6	-14
C[C@H](CO)N1C[C@H](C)[C@@H](CN(C)C(=O)Nc2ccc(F)cc2)Oc2c(NC(=O)C3CCCCC3)cccc2C1=O	14	-7	4	2	-7	5	-12	x
CC(=O)c1cccc(NC(=O)CSc2ccc(-c3cccnc3)nn2)c1	1	37	-10	-4	3	x	7	15
CNC(=S)SCCOc1ccccc1	x	-3	-6	x	x	x	-5	-3
CCC(C)(C)NC(=O)CN(Cc1ccccc1)C(=O)CCC(=O)Nc1nccs1	2	0	20	4	-9	x	4	4
CO[C@H]1CN(C)C(=O)c2cc(NC(=O)C3CC3)ccc2OC[C@@H](C)N(Cc2ccccc2)C[C@@H]1C	-5	-23	-14	6	14	3	-1	x
COc1cccc(-c2cc(C(F)(F)F)nc(N3CCOCC3)n2)c1	-2	x	-8	-1	x	-5	x	-2
CC(=O)c1ccc(OCC(O)CN2CCOCC2)cc1 (stereo not drawn)	2	x	-6	-2	3	7	x	x
CCC(=O)Nc1nc(-c2ccc3c(c2)CC(C)N3S(C)(=O)=O)cs1 (stereo not drawn)	-2	-23	1	-2	1	-9	-18	-83
C/C=C/c1ccc([C@H]2[C@@H](CO)N[C@@H]2CNC(=O)CC2CC2)cc1	-9	-1	-1	1	-9	-1	-6	-8
COc1ccccc1C(=O)NC(=O)COC(=O)c1cnccn1	6	10	x	7	13	4	12	5
O=S1(=O)CC(O)C(N2CCCCC2)C1 (stereo not drawn)	0	x	2	-1	x	30	x	x
Cc1nc(N2CCCCCC2)c2ccccc2n1	4	12	-10	2	-20	-8	-10	8
N#Cc1cccc(-c2ccc3c(c2)[C@H]2[C@H](CCN2S(=O)(=O)c2ccccc2F)[C@H](CO)N3)c1	7	-27	-1	1	8	2	10	8
Cc1ccc(NC(=O)C2CC(=O)N/C(=N/NC(=O)c3ccc(C)cc3)S2)cc1 (stereo not drawn)	2	9	4	-6	x	x	-20	1
CN(C)CC(=O)Nc1ccc2c(c1)[C@H]1C[C@@H](CC(=O)N3CCc4ccccc4C3)O[C@@H](CO)[C@H]1O2	-3	-6	0	2	-7	-5	-12	16
C[C@@H]1CCCCO[C@H](CN(C)S(=O)(=O)c2cn(C)cn2)[C@@H](C)CN([C@H](C)CO)C(=O)c2cc(NC(=O)NC3CCCCC3)ccc2O1	8	3	-22	3	x	-11	-2	2
COc1ccc(/C=N/NC(=O)CNC(=O)c2ccncc2)cc1	x	10	-8	x	2	-1	2	1
O=C(CCc1nc2ccccc2c(=O)[nH]1)Nc1ccc(F)cc1	x	-8	-4	x	x	x	-4	8
C[C@@H]1CN([C@H](C)CO)C(=O)c2cccc(NC(=O)C3CC3)c2O[C@H]1CN(C)CC1CC1	0	26	-2	-8	1	6	-13	-10
CC(C)Cc1nnc(NC(=O)CCC(=O)N2CC(C)CC(C)C2)s1 (stereo not drawn)	2	2	1	-3	5	5	-2	4
